High-throughput results from PubChem.
MITF inh: inhibitors of human MITF; AlphaScreen MITF homodimerization, bead proximity signal; O75030; inhibition, % at 2.6 µM; AID 1259374; 650,000 tested, 0.91% active; in the data active = inhibition above about 50%;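 also: 0% = vehicle wells with protein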
Target sequence (O75030 whole entry, looked up): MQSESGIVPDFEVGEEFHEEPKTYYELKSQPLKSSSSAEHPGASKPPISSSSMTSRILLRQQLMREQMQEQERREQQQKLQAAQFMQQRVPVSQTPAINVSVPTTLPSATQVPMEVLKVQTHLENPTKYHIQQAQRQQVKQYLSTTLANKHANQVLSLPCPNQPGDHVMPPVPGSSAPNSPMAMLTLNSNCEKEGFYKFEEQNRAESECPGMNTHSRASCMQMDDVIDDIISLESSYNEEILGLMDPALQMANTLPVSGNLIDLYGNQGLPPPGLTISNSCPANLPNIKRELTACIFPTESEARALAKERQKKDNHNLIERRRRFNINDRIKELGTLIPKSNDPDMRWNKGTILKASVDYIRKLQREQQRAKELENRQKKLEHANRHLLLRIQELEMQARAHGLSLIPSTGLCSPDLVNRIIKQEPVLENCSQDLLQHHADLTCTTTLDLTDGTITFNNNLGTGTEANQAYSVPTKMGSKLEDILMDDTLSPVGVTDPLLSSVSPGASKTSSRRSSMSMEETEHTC
TEAD-YAP block: TEAD-YAP interaction inhibition | HEK-TIYL cells, TEAD-Gal4/YAP UAS-luciferase luminescence | inhibition, % at 9.12 µM | 640,000 tested, 1.4% active; in the data active = inhibition above about 32%;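 also: 0% = median of test compound wells and 100% = reference inhibitor wells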
FBW7 activator: activators of human E3 ligase FBW7. AlphaScreen FBW7–phospho-cyclin E peptide binding, activator screen. Q969H0. AID 1259310. 650,000 tested, 0.13% active. normalized activity (activation), % at 26.1 µM; in the data active = normalized activity above about 1.9%;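 also: purified mutant Fbw7 with reduced substrate affinity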
GPR151 activ: human GPR151 activation; PathHunter beta-arrestin GPR151 cells, luminescence; activation, % at 11.2 µM; 650,000 tested, 1% active; AID 1508602; in the data active = activation above about 4.9%;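 also: 0% = median of compound wells and 100% = cells with positive control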
Target sequence (Q8TDV0 whole entry, looked up): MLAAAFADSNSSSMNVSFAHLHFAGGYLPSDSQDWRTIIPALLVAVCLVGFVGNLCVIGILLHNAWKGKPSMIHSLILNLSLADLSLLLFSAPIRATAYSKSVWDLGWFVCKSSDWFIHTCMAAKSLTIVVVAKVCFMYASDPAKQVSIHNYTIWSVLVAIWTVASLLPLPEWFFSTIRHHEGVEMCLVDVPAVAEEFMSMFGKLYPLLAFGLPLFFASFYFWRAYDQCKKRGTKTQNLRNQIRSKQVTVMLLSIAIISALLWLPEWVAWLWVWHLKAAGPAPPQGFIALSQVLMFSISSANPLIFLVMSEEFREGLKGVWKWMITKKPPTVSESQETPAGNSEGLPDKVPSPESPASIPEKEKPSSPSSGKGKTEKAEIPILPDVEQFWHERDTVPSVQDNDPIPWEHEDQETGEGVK
Numbers without * were called inactive.

Cc1c(Nc2nc(-c3ccc(Cl)cc3)cs2)c(=O)n(-c2ccccc2)n1C was read as MITF inh -22, TEAD-YAP block 8, FBW7 activator -0.1 and GPR151 activ 2.0.
`Cc1ccccc1-n1nc2c(c1NC(=O)C1(c3ccc(Cl)cc3)CCCC1)CSC2` gave MITF inh -4, TEAD-YAP block -10, FBW7 activator 0.1 and GPR151 activ 0.3.
Cc1nc2c(c(N3CCCCC3)n1)CN(CCS(=O)(=O)c1ccccc1)CC2 was read as MITF inh -6, TEAD-YAP block -8, FBW7 activator 0.0 and GPR151 activ 1.3.
`Cc1ccc(NC(=O)CC(Cc2ccccc2)C(=O)O)cc1Br` (configuration not stated) gave MITF inh 1, TEAD-YAP block 5, FBW7 activator -0.1 and GPR151 activ 1.1.
Screening O=C(OCc1ccc(Sc2ccc([N+](=O)[O-])cc2)cc1)c1cnccn1 returned MITF inh 3, TEAD-YAP block -6, FBW7 activator -0.4 and GPR151 activ -0.9.
CC1=C(C(=O)N2CCOCC2)C(c2c(F)cccc2Cl)C2=C(CCCC2=O)N1 (configuration not stated) was read as MITF inh 10, TEAD-YAP block 0, FBW7 activator 0.0 and GPR151 activ 0.6.
For O=C1C=C(NC2CCCCC2)CC(c2ccccc2)C1 (configuration not stated) the results were MITF inh -4, TEAD-YAP block -6, FBW7 activator 0.0 and GPR151 activ -0.1.
Screening CCC(=O)N(Cc1cc2cc(OC)ccc2[nH]c1=O)C(C)C returned MITF inh 13, TEAD-YAP block 15, FBW7 activator 1.3 and GPR151 activ 0.2.
`O=[N+]([O-])c1ccccc1N1CCN(S(=O)(=O)c2ccc(Br)cc2)CC1` gave MITF inh 7, TEAD-YAP block 2, FBW7 activator -0.3 and GPR151 activ 3.0.
Screening CSCC(=O)NCC1CC(Cc2ccc(F)cc2)=NO1 (configuration not stated) returned MITF inh -9, TEAD-YAP block -7, FBW7 activator 0.1 and GPR151 activ 0.2.
`C/C=C/Cn1c(N(C)Cc2ccccc2)nc2c1c(=O)[nH]c(=O)n2C` gave MITF inh -10, TEAD-YAP block -4, FBW7 activator -0.1 and GPR151 activ -1.1.
For CC1CCC2(CC1)NC(=O)N(CC(=O)Nc1ccc(F)c(F)c1)C2=O (configuration not stated) the results were MITF inh 16, TEAD-YAP block -6, FBW7 activator 0.4 and GPR151 activ 1.0.
`Cc1ccc(COc2ccc(/C=C3\N=C(c4ccc(C(C)(C)C)cc4)OC3=O)cc2)cc1` gave MITF inh 10, TEAD-YAP block 4, FBW7 activator 0.2 and GPR151 activ 0.6.
`O=C(c1ccc2ncccc2c1)N1CCC(c2ccncc2)CC1` gave MITF inh -20, TEAD-YAP block 2, FBW7 activator -0.1 and GPR151 activ 0.6.
`CC(C)=C(NC(=O)c1ccccc1)C(=O)N/N=C/c1cccc(Br)c1` gave MITF inh 0, TEAD-YAP block -2, FBW7 activator 0.0 and GPR151 activ 0.9.
COc1ccc(-c2cncc(-c3cc(N4CCC(O)CC4)nc(C)n3)c2)cc1 was read as MITF inh 9, TEAD-YAP block -1, FBW7 activator 0.0 and GPR151 activ 2.5.
`CSC1=C(C#N)C(c2ccccc2Cl)CC(OC(=O)c2ccccc2)(c2ccccc2)N1` (configuration not stated) gave MITF inh 21, TEAD-YAP block -9, FBW7 activator 0.4 and GPR151 activ 0.9.
Screening CCCNc1ccc(C(F)(F)F)cc1[N+](=O)[O-] returned MITF inh 5, TEAD-YAP block 6, FBW7 activator 0.1 and GPR151 activ -0.2.
For O=C1N2c3ccccc3CCc3cccc(c32)C1(O)C(F)(F)F (configuration not stated) the results were MITF inh 4, TEAD-YAP block -5, FBW7 activator 0.1 and GPR151 activ 1.6.
Screening CN1[C@@H](C(=O)NCc2ccc(F)cc2)C[C@@H](c2ccco2)NS1(=O)=O returned MITF inh 17, TEAD-YAP block 7, FBW7 activator 0.0 and GPR151 activ 0.3.
N#Cc1ccc(NC(=O)c2ccc(Cl)c(S(=O)(=O)N3CCc4ccccc43)c2)cc1 was read as MITF inh 26, TEAD-YAP block 17, FBW7 activator 0.4 and GPR151 activ 0.5.
For COc1ccc(CN2C(=O)C(=O)c3cc(Br)ccc32)cc1 the results were MITF inh 2, TEAD-YAP block 64*, FBW7 activator -0.4 and GPR151 activ 0.8.
`CC1=NN(c2ccc(S(N)(=O)=O)cc2)C(=O)/C1=C\c1ccc(-c2ccc(S(N)(=O)=O)cc2)o1` gave MITF inh 6, TEAD-YAP block 3, FBW7 activator -0.1 and GPR151 activ -0.3.
CCOC(=O)CSc1nc2ccc(NC(=O)CSc3nc4sc5c(c4c(=O)n3C)CCCC5)cc2s1 was read as MITF inh 14, TEAD-YAP block 15, FBW7 activator 0.1 and GPR151 activ -0.3.
O=c1[nH]ncc(N/N=C\c2cccnc2)c1Cl was read as MITF inh 9, TEAD-YAP block 2, FBW7 activator 0.9 and GPR151 activ 0.9.
Screening O=C1CCC(CCC(=O)N2CCCCC2c2cccnc2)(Cc2ccc(Cl)cc2)N1 (configuration not stated) returned MITF inh -8, TEAD-YAP block 1, FBW7 activator -0.4 and GPR151 activ 1.3.
Screening CC(=O)c1ccc(S(=O)(=O)N(C)C)cc1 returned MITF inh 7, TEAD-YAP block -41, FBW7 activator -0.1 and GPR151 activ 0.7.
Screening NC(=O)c1oc2ccccc2c1NC(=O)COc1ccccc1 returned MITF inh -3, TEAD-YAP block -6, FBW7 activator -0.1 and GPR151 activ 0.9.
CCC(=O)N1c2ccccc2-c2nnc(SC)nc2OC1c1ccccc1Cl (configuration not stated) was read as MITF inh -6, TEAD-YAP block 17, FBW7 activator 0.0 and GPR151 activ -0.7.
Screening O=C(CN1CCN(c2ccccc2F)CC1)c1ccc2cc[nH]c2c1 returned MITF inh -8, TEAD-YAP block -1, FBW7 activator -0.1 and GPR151 activ 0.9.
O=C(CNC(=S)NC(=O)c1cccs1)c1ccccc1 was read as MITF inh 6, TEAD-YAP block -36, FBW7 activator -0.1 and GPR151 activ -0.2.
CC(C)CN(CC(C)C)S(=O)(=O)N1CCC(C(=O)NCCN2CCOCC2)CC1 was read as MITF inh 3, TEAD-YAP block 0, FBW7 activator -0.2 and GPR151 activ 0.3.
N#CCc1nc(CSc2nc3ccccc3o2)cs1 was read as MITF inh 10, TEAD-YAP block -43, FBW7 activator 0.1 and GPR151 activ -1.5.
Screening COc1ccccc1/C=C(\C#N)c1nc(-c2ccc(Cl)cc2)cs1 returned MITF inh 1, TEAD-YAP block -8, FBW7 activator -0.1 and GPR151 activ 1.3.
For CCc1ccccc1OC(=O)CN(C)S(=O)(=O)c1ccc(Cl)cc1 the results were MITF inh -9, TEAD-YAP block -4, FBW7 activator 0.1 and GPR151 activ 4.4.
CCOC(=O)C(C)Oc1ccc2cc(-c3ccccc3)c(=O)oc2c1 (configuration not stated) was read as MITF inh -4, TEAD-YAP block 18, FBW7 activator 2.3* and GPR151 activ -4.2.
COc1nc(C#N)nc(N2CCCCC2)n1 was read as MITF inh 5, TEAD-YAP block 4, FBW7 activator 0.0 and GPR151 activ 1.4.
CCOc1ccc(NC(=O)Cn2nc3c4c(cccc42)C(=O)c2ccccc2-3)cc1 was read as MITF inh 6, TEAD-YAP block 2, FBW7 activator 0.0 and GPR151 activ 0.3.
c1ccc(CCc2nnc3n2CCN(Cc2ccc4nccnc4c2)CC3)cc1 was read as MITF inh -16, TEAD-YAP block 4, FBW7 activator 0.1 and GPR151 activ 0.2.
COc1ccc(O)c(/C=N\NC(=O)CCn2nnc3ccccc32)c1 was read as MITF inh 35, TEAD-YAP block 6, FBW7 activator -0.2 and GPR151 activ 0.7.
Screening Cc1ccc(C)c(NC(=O)c2c(O)c3cccc4c3n(c2=O)CC4)c1 returned MITF inh 1, TEAD-YAP block -3, FBW7 activator 0.0 and GPR151 activ 0.4.
For CCC(CC)C(=O)Nc1c(C(=O)Nc2ccccc2F)oc2ccccc12 the results were MITF inh -12, TEAD-YAP block 7, FBW7 activator -0.2 and GPR151 activ -0.1.
For CCC1S/C(=N\C(=O)Nc2ccc(Cl)c(Cl)c2)NC1=O (configuration not stated) the results were MITF inh -17, TEAD-YAP block 1, FBW7 activator -0.2 and GPR151 activ -0.3.
`CC1(C)CC(=O)C2=C(C1)N=C1c3ccccc3C(=O)C1C2c1cccc(F)c1` (configuration not stated) gave MITF inh -4, TEAD-YAP block -2, FBW7 activator -0.2 and GPR151 activ -0.9.
CCCOc1ccc(NC(N)=O)cc1OCCC was read as MITF inh 10, TEAD-YAP block 3, FBW7 activator 0.0 and GPR151 activ 0.1.
`OCCNc1cc(Nc2ccc(-n3ccnc3)cc2)ncn1` gave MITF inh 3, TEAD-YAP block -17, FBW7 activator 0.2 and GPR151 activ 4.0.
`Oc1ccc(-c2cncc(-c3cncc(-c4ccc(O)cc4)c3)c2)cc1` gave MITF inh 6, TEAD-YAP block -4, FBW7 activator -0.2 and GPR151 activ 2.9.
`O=C(Oc1ccccc1)c1ccc(C(=O)Oc2ccccc2)nc1` gave MITF inh 17, TEAD-YAP block 2, FBW7 activator 0.0 and GPR151 activ -0.8.
For CCc1nnc(NC(=O)c2cc3c(C)nc4ccccc4c3o2)s1 the results were MITF inh 12, TEAD-YAP block 9, FBW7 activator 0.5 and GPR151 activ 0.1.
N#Cc1nc(COc2ccc(Br)cc2)oc1N1CCC(C(N)=O)CC1 was read as MITF inh 12, TEAD-YAP block -11, FBW7 activator 0.0 and GPR151 activ -0.4.
O=C(Nc1ccc2oc(-c3ccccc3)nc2c1)c1ccc(Cl)c([N+](=O)[O-])c1 was read as MITF inh 2, TEAD-YAP block -14, FBW7 activator -0.2 and GPR151 activ -0.7.
Screening Cc1cc2ncn(CC(O)COc3ccc(C(C)C)cc3)c2cc1C (configuration not stated) returned MITF inh 6, TEAD-YAP block 1, FBW7 activator -0.1 and GPR151 activ -0.5.
CC(C)NC(=O)Cn1c(=O)n(Cc2ccco2)c2ncccc21 was read as MITF inh 8, TEAD-YAP block 2, FBW7 activator -0.1 and GPR151 activ 0.7.
Screening Clc1nc(-c2ccccc2)cc(-c2cnc(Cl)nc2N2CCCCC2)n1 returned MITF inh 15, TEAD-YAP block 0, FBW7 activator 0.1 and GPR151 activ -1.5.
Screening CN1[C@@H](C(=O)NC(C)(C)CO)C[C@@H](c2ccco2)NS1(=O)=O returned MITF inh 6, TEAD-YAP block 5, FBW7 activator -0.2 and GPR151 activ -1.0.
For N#CC1=C(N)OC2=C(C(=O)CCC2)C1c1ccc(Br)o1 (configuration not stated) the results were MITF inh 15, TEAD-YAP block 7, FBW7 activator -0.1 and GPR151 activ 0.6.
`COc1ccc(/C=c2\sc3nc(-c4cc(OC)c(OC)c(OC)c4)nn3c2=O)cc1` gave MITF inh 9, TEAD-YAP block 11, FBW7 activator -0.1 and GPR151 activ 0.7.
CCOC(=O)C1=C(C)NC2=C(C(=O)CCC2)C1c1ccc(OCc2ccccc2)c(OC)c1 (configuration not stated) was read as MITF inh -19, TEAD-YAP block -2, FBW7 activator 0.1 and GPR151 activ 0.6.
Screening O=C1CC(=O)N2N=C(c3ccccc3)SC2=N1 returned MITF inh 7, TEAD-YAP block -4, FBW7 activator 1.0 and GPR151 activ -2.8.
COc1ccc(CNC(=O)c2cnn3c(C)c(Cc4ccccc4Cl)c(C)nc23)cc1 was read as MITF inh -1, TEAD-YAP block 4, FBW7 activator 0.1 and GPR151 activ 0.9.
Screening CSc1nc(C)nc2sc3c(c12)CCC(C)C3 (configuration not stated) returned MITF inh 9, TEAD-YAP block 5, FBW7 activator 1.4 and GPR151 activ -0.6.
Screening Cc1nc2cc(NC(=O)c3ccc4c(c3)OCCO4)ccc2s1 returned MITF inh 7, TEAD-YAP block 61*, FBW7 activator 0.0 and GPR151 activ -6.6.
Screening COCCNC(=O)c1cc(-c2ccc(Cl)c(Cl)c2)on1 returned MITF inh -3, TEAD-YAP block -2, FBW7 activator -0.1 and GPR151 activ 0.1.
Cc1[nH]c2c(Cl)cccc2c(=O)c1CN1CCC(C)CC1 was read as MITF inh 6, TEAD-YAP block 6, FBW7 activator 0.9 and GPR151 activ 0.5.
O=C(Nc1cccc(C(F)(F)F)c1)c1noc2c1COc1ccccc1-2 was read as MITF inh 15, TEAD-YAP block -6, FBW7 activator 0.2 and GPR151 activ -0.3.
Cc1ccccc1NCC1OCc2ccccc2CO1 was read as MITF inh 30, TEAD-YAP block -37, FBW7 activator 0.0 and GPR151 activ -0.3.

Rows are unselected; overall some 3.4% were active at least once.
